STK33 inh: inhibitors of purified STK33 kinase, primary screen, biochemical, ADP-Glo luminescence, homogeneous, cell-free; MBP phosphorylation; inhibition, % at 10 µM; 320,000 compounds, 0.073% hits;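 active = inhibition at or above 25%, using the most active replicate where run in duplicate; inactive = inhibition below 25%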
Target sequence (Q9BYT3 whole entry, looked up): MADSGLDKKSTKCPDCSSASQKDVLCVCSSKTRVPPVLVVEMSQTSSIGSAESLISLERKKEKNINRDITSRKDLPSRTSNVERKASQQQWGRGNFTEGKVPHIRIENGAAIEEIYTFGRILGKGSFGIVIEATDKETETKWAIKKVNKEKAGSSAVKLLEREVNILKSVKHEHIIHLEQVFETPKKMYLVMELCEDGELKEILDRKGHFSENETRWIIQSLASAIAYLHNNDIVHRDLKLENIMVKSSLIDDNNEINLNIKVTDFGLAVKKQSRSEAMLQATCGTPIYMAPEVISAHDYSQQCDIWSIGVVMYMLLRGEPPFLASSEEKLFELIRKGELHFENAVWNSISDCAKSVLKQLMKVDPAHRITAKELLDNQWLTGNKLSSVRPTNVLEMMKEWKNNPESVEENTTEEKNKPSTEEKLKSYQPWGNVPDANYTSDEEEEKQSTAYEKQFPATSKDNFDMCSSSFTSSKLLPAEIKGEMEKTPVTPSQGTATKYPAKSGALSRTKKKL
OX1R antag-1: antagonists of human orexin 1 receptor (OX1R); Orexin/Hypocretin receptor type 1 (Homo sapiens), O43613; OX1R-expressing cells, FRET antagonist read-out; inhibition, % at 6.6 µM; 330,000 compounds, 1.8% hits; AID 485270, 2010; in the data active = inhibition mostly above about 38%, no sharp cut-off; inactive = mostly below about 40%;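 also: 0% = agonist challenge alone and 100% = reference antagonist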
Target sequence (O43613 whole entry, looked up): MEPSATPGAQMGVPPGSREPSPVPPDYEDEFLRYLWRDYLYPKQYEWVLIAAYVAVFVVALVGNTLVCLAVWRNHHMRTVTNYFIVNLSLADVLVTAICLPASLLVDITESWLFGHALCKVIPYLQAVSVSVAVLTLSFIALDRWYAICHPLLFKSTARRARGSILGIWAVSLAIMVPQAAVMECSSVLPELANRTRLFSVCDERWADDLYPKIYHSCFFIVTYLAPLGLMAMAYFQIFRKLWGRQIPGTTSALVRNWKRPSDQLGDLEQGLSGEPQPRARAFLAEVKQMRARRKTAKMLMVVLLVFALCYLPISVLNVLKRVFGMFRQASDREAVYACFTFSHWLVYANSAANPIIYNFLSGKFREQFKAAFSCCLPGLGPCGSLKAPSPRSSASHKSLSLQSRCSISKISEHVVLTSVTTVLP
OX1R antag-2: OX1R (HCRTR1) antagonists, primary screen, fluorescence, CHO/OX1R cells, Fluo-8 calcium, orexin A; Fluo-8 calcium fluorescence; inhibition, % at 5 µM; 330,000 compounds, 0.43% hits; AID 434989, 2010;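 active = inhibition above its plate's threshold, mean inhibition of all tested compounds on the plate plus 3 SD, cut at about 37% in these data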;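 also: 0% = orexin A challenge wells and 100% = SB-334867-A antagonist wells; not every result past the cut was called active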
An asterisk follows results filed as active; / = not tested or not shown; & = joins results of further samples.

A first look:
SMILES | STK33 inh | OX1R antag-1 | OX1R antag-2
CC(NC(=O)c1cccc(N2CCCC2=O)c1)c1ccc2c(c1)OCCO2 (stereo not drawn) | -0.8 | 19 | -34
N#Cc1cccc(NC(=O)COC(=O)c2ccc[n+]([O-])c2)c1 | -1.5 | 6 | 6
C[C@H]1CN([C@@H](C)CO)C(=O)c2cccc(NS(=O)(=O)c3ccc(Cl)cc3)c2O[C@@H]1CN(C)CC1CCCCC1 | -1.2 | 3 | -38
CCNc1nc(NC(C)CC)nc(Oc2ccc(=O)[nH]n2)n1 (stereo not drawn) | -0.5 | 13 | -9
Cc1cc(C)c(C#N)c(N2CCN(Cc3ccccc3)CC2)n1 | / | 9 | -14
O=C(COn1nnc2ccc(Cl)cc21)NCc1ccccc1 | 0.1 | 37 | -71
COc1cc2c(cc1OC)C(Cc1ccc(O)cc1)NCC2 (stereo not drawn) | -1.2 | 20 | -1
CCN([C@H](CO)C(C)C)S(=O)(=O)c1ccccc1Br | / | 9 | 2
O=C(O)c1ccc2c3c(cccc13)C(=O)N(c1ccccc1)C2=O | -1.2 | 58* | -11
CCN(C(=O)COC(=O)CCOc1ccccc1)c1c(N)n(Cc2ccccc2)c(=O)[nH]c1=O | -1.0 | 11 | -6
O=C(CCNC(=O)N1CC(=O)Nc2ccccc21)Nc1ccc(Cl)cc1 | 0.6 | 3 | -3
CCC(C)(C)n1nnnc1CN1CCN(C(c2ccccc2)c2ccccc2)CC1 | -0.7 | 2 | -23
C=CCNC(=S)NCc1ccc(CNC(=S)NCC=C)cc1 | 0.0 | 14 | -6
CC1(C(=O)Nc2cccc(-n3cnnn3)c2)Cc2ccccc2C(=O)O1 (stereo not drawn) | -1.9 | 7 | -2

Main list, previewed entries included:
SMILES | STK33 inh | OX1R antag-1 | OX1R antag-2
CC(NC(=O)c1cccc(N2CCCC2=O)c1)c1ccc2c(c1)OCCO2 (stereo not drawn) | -0.8 | 19 | -34
N#Cc1cccc(NC(=O)COC(=O)c2ccc[n+]([O-])c2)c1 | -1.5 | 6 | 6
C[C@H]1CN([C@@H](C)CO)C(=O)c2cccc(NS(=O)(=O)c3ccc(Cl)cc3)c2O[C@@H]1CN(C)CC1CCCCC1 | -1.2 | 3 | -38
CCNc1nc(NC(C)CC)nc(Oc2ccc(=O)[nH]n2)n1 (stereo not drawn) | -0.5 | 13 | -9
Cc1cc(C)c(C#N)c(N2CCN(Cc3ccccc3)CC2)n1 | / | 9 | -14
O=C(COn1nnc2ccc(Cl)cc21)NCc1ccccc1 | 0.1 | 37 | -71
COc1cc2c(cc1OC)C(Cc1ccc(O)cc1)NCC2 (stereo not drawn) | -1.2 | 20 | -1
CCN([C@H](CO)C(C)C)S(=O)(=O)c1ccccc1Br | / | 9 | 2
O=C(O)c1ccc2c3c(cccc13)C(=O)N(c1ccccc1)C2=O | -1.2 | 58* | -11
CCN(C(=O)COC(=O)CCOc1ccccc1)c1c(N)n(Cc2ccccc2)c(=O)[nH]c1=O | -1.0 | 11 | -6
O=C(CCNC(=O)N1CC(=O)Nc2ccccc21)Nc1ccc(Cl)cc1 | 0.6 | 3 | -3
CCC(C)(C)n1nnnc1CN1CCN(C(c2ccccc2)c2ccccc2)CC1 | -0.7 | 2 | -23
C=CCNC(=S)NCc1ccc(CNC(=S)NCC=C)cc1 | 0.0 | 14 | -6
CC1(C(=O)Nc2cccc(-n3cnnn3)c2)Cc2ccccc2C(=O)O1 (stereo not drawn) | -1.9 | 7 | -2
CNC(=O)N(O)C1N(C)C(=O)N(Cc2ccccc2)C1(C)C (stereo not drawn) | -0.7 | 8 | 11
O=P(c1ccccc1)(c1ccccc1)c1nc(-c2ccccc2)oc1N1CCOCC1 | 0.8 | 7 | -38
COc1cccc(NC(=O)Cn2c3ccccc3c3nc4n(c(=O)c32)CCCS4)c1 | -0.1 | 37* | 0
COc1ccc(CCNC(=O)C(=O)NCC2CCCN2S(=O)(=O)c2ccc(OC)cc2)cc1 (stereo not drawn) | -2.3 | 33 | -14
CCOC(=O)C1(C)/C(=N/Nc2cccc(Cl)c2)C(=O)C(=O)N1c1ccccc1 (stereo not drawn) | -1.3 | 31 | -17
Cn1c(=O)c(C(=O)c2ccccc2)nc2ccccc21 | 0.0 | 45 | -5
COc1ccc(CCNC(=O)CCn2c(SCC(=O)N3CCCC3)nc3ccccc3c2=O)cc1OC | -1.7 | 3 | -14
CN1CCN(CC(=O)Nc2ccccc2[N+](=O)[O-])CC1 | -0.7 | 17 | -21
Cc1cc(=O)[nH]c(SCC(=O)N2c3ccccc3CC2C)n1 (stereo not drawn) | -1.1 | 25 | -32
O=C1CCC(C(=O)NCCCn2ccnc2)N1 (stereo not drawn) | -0.5 | 0 | -7
CC(C)OP(=O)(c1ccc(N(C)C)cc1)C(O)c1ccncc1 (stereo not drawn) | -2.2 | 11 | -14
CC(C)Cn1cnc2c1c(=O)n(CC(=O)NN)c(=O)n2Cc1ccccc1 | -1.6 | 0 | -21
CC(C)c1nc(C(=O)N2CCCC(CCC(=O)N(C)CCc3ccccn3)C2)cs1 (stereo not drawn) | -1.9 | 12 | -9
CC(c1ccccc1)N1CC(C(=O)N2CCCC(C(N)=O)C2)CC1=O (stereo not drawn) | -1.5 | -1 | -12
CC12CCC(C(=O)O)(C/C1=N\O)C2(C)C (stereo not drawn) | -1.6&-1.0 | 15&14 | -17&-15
CC1(c2ccccc2)CC(C)(C)N2C(=O)Cc3cccc1c32 (stereo not drawn) | -0.4 | 7 | -26
CC(C)CNC(=O)COc1ccc(Sc2ccc(OCC(=O)NCC(C)C)cc2)cc1 | -1.6 | 37 | -11
COc1ccc(S(=O)(=O)N2CCOC23CCN(S(=O)(=O)c2cc(F)ccc2F)CC3)cc1 | -0.2 | 31 | -10
N#CC(C(=O)NCc1ccccc1)c1nc2ccccc2nc1N1CCCC1 (stereo not drawn) | 3.4 | 27 | -37
CCOc1ccccc1NC(=O)C(=O)CC(=O)c1ccc(OC)cc1 | -0.5 | 3 | -23
O=[N+]([O-])c1ccc(-c2n(-c3ccccn3)c3ccccc3[n+]2-c2ccccn2)cc1 | -1.3 | 19 | -18
COc1ccc(CCN=C(N)C(C)c2ccccc2)cc1OC (stereo not drawn) | -1.7 | 9 | -10
CCc1c(C)nc(SCC(=O)Nc2cccc(Br)c2)[nH]c1=O | -1.4 | 12 | -10
COc1cc(SC)ccc1C(=O)NCCOc1ccccc1Cl | -1.0 | 13 | -14
Cc1ccc(C(=O)COC(=O)c2cc(Cl)ccc2O)cc1[N+](=O)[O-] | -1.6 | 10 | -19
C=CCOc1cccc(C2C(C(=O)c3ccc(C)o3)=C(O)C(=O)N2c2nnc(C)s2)c1 (stereo not drawn) | 1.3 | 31 | 51*
COCCNC(=S)c1ccc(Br)cc1 | 2.5 | 2 | -1
O=C(Nc1ccccc1)c1cc2ccccc2o1 | 4.5 | 52 | -12
COc1ccc(Cn2c(=O)[nH]c3cc(C(=O)NCCCN4CCCCC4)ccc3c2=O)cc1 | -0.4 | 5 | -2
Cc1cc(CSc2ccccc2)ccc1NC(=O)c1ccc(CN2CCOCC2)cc1 | -1.0 | 3 | -3
CCCCCCCCCCCCCCCC[n+]1cccc2ccccc21 | 50* | 30 | 63*

Record cards, as listed above. Screens in order: STK33 inh | OX1R antag-1 | OX1R antag-2
CCN(C(=O)COC(=O)CCOc1ccccc1)c1c(N)n(Cc2ccccc2)c(=O)[nH]c1=O in the list: -1.0 | 11 | -6
COc1cc2c(cc1OC)C(Cc1ccc(O)cc1)NCC2 (stereo not drawn) in the list: -1.2 | 20 | -1

Next section
SMILES | STK33 inh | OX1R antag-1 | OX1R antag-2
CCOC(=O)c1ccc(NC(=S)NCCC2=CCCCC2)cc1 | -2.0 | 25 | 11
Cc1c(NC(=O)c2ccc(S(=O)(=O)N3CC(C)OC(C)C3)cc2)c(=O)n(-c2ccccc2)n1C (stereo not drawn) | -0.9 | 8 | 6
Cc1ccc(S(=O)(=O)Nc2ccc3oc(=O)sc3c2)c(C)c1 | 1.0 | 25 | -16
Cc1ccc(NC(=O)CN2CCCN(S(=O)(=O)c3ccc(Br)s3)CC2)cc1 | -0.8 | 9 | 8
O=C(O)C1CCCCC1C(=O)Nc1cccc(C(=O)N2CCCCC2)c1 (stereo not drawn) | -2.4 | 9 | -13
Cc1ccn2c(=O)nc(SCC(=O)Nc3cc(C)on3)nc2c1 | -0.4 | 23 | -1
COC(=O)c1ccc(C2C(C#N)=C(N)Oc3cc(O)ccc32)cc1 (stereo not drawn) | -1.3 | 16 | 1
Cc1ccc(NC(=S)Nc2c(C)n(C)n(-c3ccccc3)c2=O)cc1Cl | -1.0 | 6 | -14
CCc1nnc(NC(=O)CSc2nccn2-c2cc(C)cc(C)c2)s1 | 0.7 | 9 | -13
COc1ccc(C(=O)N2CC3(C)C4CCC3(C)C2(C#N)C4)cc1OC (stereo not drawn) | -1.7 | 24 | -10
CS(=O)(=O)N(Cc1ccc(Cl)cc1)c1ccc(C(=O)NCCSCc2ccco2)cc1 | 0.5 | 1 | -1
c1ccc2c(-n3cnnn3)cccc2c1 | 0.0 | 15 | -3
Cc1cccc(OCC(=O)Oc2ccc(Cl)cc2)c1 | 0.7 | 13 | -16
O=C1CC2c3ccccc3C1C1C(=O)N(Cc3ccccc3)C(=O)C21 (stereo not drawn) | -0.1 | 20 | -15
Cc1ccc(C(=O)Nc2c[nH]c(=O)[nH]c2=O)cc1 | 0.5 | 6 | -14
O=C(O)c1cc(O)c2c(c1)[C@H]([C@H]1c3cc(C(=O)O)cc(O)c3C(=O)c3c(O[C@@H]4O[C@H](CO)[C@@H](O)[C@H](O)[C@H]4O)cccc31)c1cccc(OC3O[C@H](CO)[C@@H](O)[C@H](O)[C@H]3O)c1C2=O (stereo partly drawn) | -2.2 | 43 | 14
COc1ccc(NC(=O)c2cc(-c3cccs3)on2)cc1OC | -1.2 | 21 | 0
Cc1ccc(C(=O)C(C)OC(=O)c2cc(=O)[nH]c3ccccc23)cc1 (stereo not drawn) | -0.2 | 17 | -29
COc1cc(OC)c(C(=O)Nc2ccc(C(=O)c3ccccc3)cc2)cc1OC | 0.9 | 24 | -26
C=CCNC(=O)c1cccn1-c1ccsc1C(=O)OC | 0.3 | 20 | -3
Cc1cccc(N(C(=O)CCC(=O)Nc2cc(C)on2)C(C(=O)NC2CCCC2)c2ccccc2)c1 (stereo not drawn) | -0.6 | 17 | -34
CC[C@@H](CCC=C(C)C)C(=O)N(Cc1ccccc1)c1ccccc1 | 2.1 | 16 | -17
COc1ccc(CC(=O)NCc2nnc(SCCOc3ccccc3)n2C)cc1 | -0.1 | 11 | -16
COC(=O)N/N=C(\C)c1ccc(-n2ccnc2)cc1 | -0.6 | -11 | -2
CCn1c(COc2ccc3c(c2)OCO3)nnc1SCC(=O)c1ccccc1 | -1.4 | 3 | -12
S=c1[nH]nc(C2CCCCC2)n1/N=C/C=C/c1ccccc1 | -1.5 | -1 | -7
Cc1ccc(S(=O)(=O)N(Cc2ccccc2)c2ccccn2)cc1[N+](=O)[O-] | -2.7 | 8 | -29
COc1cc(OC)c(CN2CCCCCCC2)cc1Br | -2.4 | 5 | -21
CCC1CCc2c(sc(NC(=O)C3CC=CCC3C(=O)O)c2C#N)C1 (stereo not drawn) | 0.6 | 12 | -13
CCCC(=O)c1c[nH]c(C(=O)NCc2cccnc2)c1 | -1.0 | 0 | -10
COc1ccc(-n2c(=O)c(CCC(=O)N3CCN(c4ccccc4O)CC3)nc3ccccc32)cc1 | -1.4 | 20 | -20
CCCC(=O)Nc1ccc(S(=O)(=O)Nc2nccs2)cc1 | -1.8 | 28 | -5
COc1ccccc1-n1cc(C(=O)NCC(=O)NCc2ccc(F)cc2)c2ccccc2c1=O | -1.7 | 20 | -20
CCOc1ccc(CCNC(=O)c2ccc(NC3=NC4CS(=O)(=O)CC4S3)cc2)cc1 (stereo not drawn) | -1.6 | 4 | -4
CN(C)C(=O)c1nc2ccc(Cl)cn2c1CNCc1cccc(OC(F)(F)F)c1 | -0.9 | 30 | -20
CN1N=C(C(=O)N2CCCC(N3CCN(c4ccc(F)cc4)CC3)C2)CCC1=O (stereo not drawn) | -0.3 | 14 | -25
CCCc1cc(=O)[nH]c(SCC(=O)N2CCCCCC2)n1 | 0.4 | 6 | -7
O=C(CN1C(=O)c2ccccc2C1=O)Nc1ccccc1C(F)(F)F | 0.2 | 15 | -15
N/C(=N\OC(=O)CC1CCCCC1)c1cccc([N+](=O)[O-])c1 | -0.2 | 30 | -13
O=C(c1ccco1)N1CCCN(Cc2nc(Cc3ccccc3)no2)CC1 | 0.7 | 6 | -17
COc1ccc(S(=O)(=O)N2CCN(C(=O)CSC(=S)N3CCCC3)CC2)cc1 | 0.8 | 1 | -19
CCCC(c1nnnn1Cc1ccco1)N1CCN(c2cc(Cl)ccc2C)CC1 (stereo not drawn) | -2.6 | 16 | 5
O=C1CCCC(O)=C1N=Nc1ccc2c(c1)OCO2 | 0.7 | 81* | -5
C[C@]12CC[C@@H]3c4ccc(OS(=O)(=O)O)cc4CC[C@H]3[C@@H]1CCC2=O | 0.6&-0.2&-1.6 | 8&4&13 | 6&-7&14
O=C(O)C1CCCN1S(=O)(=O)c1ccc(Br)cc1 (stereo not drawn) | 0.7 | 1 | -3
COC(=O)C1=C(C)N(Cc2ccccc2)C(=NCc2cc(OC)c(OC)c(OC)c2)N[C@H]1c1ccc(Br)cc1 | 2.8 | 14 | 26
NCCC(=O)NC[C@H]1O[C@@H](n2cnc3c(N)ncnc32)[C@H](O)[C@@H]1O | / | 6 | -23
CC(C)[C@H](NC(=O)c1ccccc1)C(=O)NC1CCCCCCC1 | 0.3 | -1 | -27
COc1ccc2nc(NC(=O)Cc3cccs3)sc2c1 | 1.4 | 12 | -4
Cc1[nH]c(C)c(S(=O)(=O)N2CCCCC2)c1C(=O)N1CCCCC1 | -3.1 | 2 | -4
COc1ccccc1CC(=O)N1CCN(c2ccccc2)CC1 | 0.2 | -1 | -3
